# Cycloheximide cs: counter-screen for Shiga toxin inhibitors: cycloheximide protein synthesis inhibition | 12% of 300,000 active | AID 2314 | cell reporter, cycloheximide protein synthesis inhibition counterscreen | max response, %; in the data active means max response mostly above about 13%, no sharp cut-off; inactive means mostly below about 14%; further: read at 38.3 µM for the half of the compounds with a filed dose; 0% is about no effect
# HCV inhibitor: blocks hepatitis C virus. Potency, µM (series often up to 41.8 µM), for the others: at the highest dose activity change, negative = inhibition, hits mostly inhibitors. AID 651820. 3.4% of 340,000 active. Huh7.5.1 HCVcc-Cre infection, luciferase reporter, 44 h; further: potency means the concentration at half of the fitted maximal effect; on the % scale 0 is the no-effect control and ±100 the full control effect
#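 Infectious HCV cell culture screen: compound-treated cells (1,000/well, pre-plated 4 h) are infected with HCVcc-Cre at roughly 0.5 moi and grown 44 h. Infection is quantified by luciferase signal after 15 min substrate incubation at room temperature.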
# Pf growth 96h: P. falciparum growth inhibition at 96 hours. P. falciparum luciferase reporter growth, 96 h. 6.9% of 320,000 active. Potency, µM (series often up to 28.7 µM), inactives show top-dose activity change, negative = inhibition, hits mostly inhibitors; further: potency means the concentration at half of the fitted maximal effect; on the % scale 0 is the no-effect control and ±100 the full control effect
#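 Cell-based qHTS: luciferase-tagged P. falciparum in erythrocytes (2% hematocrit, 0.05% parasitemia final) incubated with compounds for 96 hours, 37 C, 5% CO2; luciferase detection reagent then added and luminescence measured.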
# Shiga inhibitor: inhibitors of Shiga toxin in Vero cells | AID 2315 | 9.2% of 290,000 active | inhibition, % at 38.7 µM | Vero cells, Shiga toxin protein synthesis inhibition reporter; in the data active means inhibition mostly above about 28%, no sharp cut-off; inactive means mostly below about 43%; further: 0% is about no effect
# FBPA Giardia inh: Giardia lamblia aldolase inhibition. A8B2U2. purified Giardia FBPA. Potency, µM (doses to about 59.6 µM), inactives show at the highest dose activity, negative = inhibition, actives largely listed as inhibitors. 0.71% of 290,000 active; further: potency means the concentration at half of the fitted maximal effect; on the % scale 0 is the no-effect control and ±100 the full control effect; nearly all actives have a fitted effect of over 55% in size
# Target sequence (A8B2U2 whole entry, looked up): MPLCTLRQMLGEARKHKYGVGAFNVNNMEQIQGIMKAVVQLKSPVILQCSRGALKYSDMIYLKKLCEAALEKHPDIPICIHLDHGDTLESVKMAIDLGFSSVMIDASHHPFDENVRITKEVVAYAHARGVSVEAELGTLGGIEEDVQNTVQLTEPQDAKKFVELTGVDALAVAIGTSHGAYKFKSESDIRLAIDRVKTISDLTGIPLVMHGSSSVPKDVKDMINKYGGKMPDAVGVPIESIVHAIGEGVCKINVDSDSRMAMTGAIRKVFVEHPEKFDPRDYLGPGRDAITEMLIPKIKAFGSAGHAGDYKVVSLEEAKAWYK
#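 Giardia FBPA (40 nM reagent) was preincubated 10 min at RT with compound (up to 57.5 uM final), then substrate plus GAPDH/TPI/NAD/arsenate coupling system with diaphorase/resazurin was added; resorufin fluorescence (525/598 nm) was read after 20 min.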
# Pf growth 48h: inhibits P. falciparum growth in the first generation, 48 h; P. falciparum luciferase growth in erythrocytes, 48 h; Potency, µM (top dose mostly 28.7 µM), without a hit: at the top dose activity change, negative = inhibition, hits mostly inhibitors; 5.9% of 310,000 active; further: potency means the concentration at half of the fitted maximal effect; on the % scale 0 is the no-effect control and ±100 the full control effect
#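 Luciferase-expressing P. falciparum in infected erythrocytes (2% hematocrit, 0.1% parasitemia final) in RPMI 1640/0.5% Albumax were exposed to compound for 48 hours at 37 C, 5% CO2; growth read as luminescence.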
# * = called active by the depositor; u = inconclusive; x = not tested or not shown; & = joins results of further samples; [ ] = remark or other dose. Unless noted, the call rests on the fitted dose curve; in most records, active means well fitted curve in the direction sought with a large enough effect; inconclusive means small, poorly fitted or top-dose-only effect, or another doubt; inactive means no such curve, though single readings can be large; an effect the other way counts as inactive or inconclusive.
# Keys – A = Cycloheximide cs; B = HCV inhibitor; C = Pf growth 96h; D = Shiga inhibitor; E = FBPA Giardia inh; F = Pf growth 48h
> O=C(NCc1ccccc1)C(=O)NCC(c1ccco1)N1CCN(c2ccccc2F)CC1 (configuration not stated)
  A: 15; B: 11%; C: u; D: 14; E: -5%; F: u
> CC1CCCN(C(=O)C2CCN(S(=O)(=O)c3cccc4nsnc34)CC2)C1 (configuration not stated)
  A: -3; B: 14%; C: u; D: -14; E: 4%; F: 12%
> CCC(C)(C(=O)NC1CCCCC1)N(Cc1cccs1)C(=O)c1ccccn1 (configuration not stated)
  A: -1; B: -13%; C: u; D: 2; E: 11%; F: -11%
> O=C(NCc1cccs1)c1ccc(S(=O)(=O)N2CCOCC2)cc1
  A: -1; B: 10%; C: 0%; D: 12; E: 5%; F: 3%
> COCCCNc1nc2nonc2nc1N1CCN(Cc2cccc(C)c2)CC1
  A: -3; B: -7%; C: 95%[activator]; D: 7; E: -10%; F: u
> O=C(NCCCN1CCCC1=O)Nc1ccc(Br)cc1Cl
  A: 28*; B: -4%; C: 10µM*; D: 38*; E: 0%; F: 36%[activator]
> COc1ccc(/C(O)=C2\C(=O)C(=O)N(CCN(C)C)C2c2cc(OC)c(OC)c(OC)c2)c(C)c1 (configuration not stated)
  A: 3; B: 4%&-9%; C: 1%; D: 30; E: 17%; F: 7%
> Cc1ccc(OS(=O)(=O)c2ccccc2)c(/C=N/N=C2\NC(=O)C(C)S2)c1 (configuration not stated)
  A: 12*; B: 14%; C: u; D: 26; E: 14%; F: u
> CCCc1cc(=O)oc2c(CN3CCN(C)CC3)c(O)c(Cl)cc12
  A: -10; B: -2%; C: -3%; D: -16; E: -7%; F: -5%
> CCc1cc(C(=O)Cc2ccccn2)c(O)cc1O
  A: 7; B: -9%; C: -2%; D: 41; E: -1%; F: x
> O=c1cc(CO)occ1OCc1cccc(C(F)(F)F)c1
  A: 1; B: 7%; C: 0%; D: 37; E: 4%; F: 12%
> COC(=O)c1c(C)[nH]c(C(=O)COC(=O)Cc2ccc3c(c2)OCCO3)c1C
  A: 2; B: -15%; C: u; D: 23; E: -2%; F: -25%
> Cc1ccc(NS(=O)(=O)c2ccc(C)c(NC(=O)COc3ccccc3)c2)c(C)c1
  A: 0; B: -14%; C: -7%; D: -1; E: -3%; F: 12%
> Cc1cc(OCC(=O)NC(C)C)cc(C)c1Br
  A: -2; B: 1%; C: u; D: -2; E: -3%; F: 7%
> O=C(C1CCN(Cc2ccccc2O)CC1)N1CCN(Cc2ccc3c(c2)OCO3)CC1
  A: -1; B: u; C: u; D: -12; E: u; F: -25%
> Cc1onc(-c2c(F)cccc2Cl)c1C(=O)OCC(=O)c1c(N)n(C)c(=O)n(C)c1=O
  A: -2; B: -6%; C: u; D: -10; E: 0%; F: u
> CCCS(=O)(=O)N1CCN(Cc2ccncc2)CC1
  A: 1; B: 2%; C: 18%; D: -4; E: -25%; F: 4%
> Cc1ccc(/C=N/NC(=O)c2ccc(NC(=O)c3ccc(Cl)cc3)cc2)o1
  A: 12; B: 2%; C: 8%; D: 17; E: -1%; F: -4%
> O=C(COC(=O)c1ccc(NS(=O)(=O)c2cccs2)cc1O)NCc1ccccc1
  A: -2; B: -5%; C: 8%; D: 3; E: 11%; F: 31%[activator]
> FC(F)(F)c1ccc(Nc2nnnc3ccccc23)cc1
  A: 21*; B: -12%; C: 1.5µM*; D: 36; E: -10%; F: 1.3µM*
> CCCOc1ccc(C(=O)NC(=S)Nc2nc3ccccc3s2)cc1
  A: 13; B: u; C: 50%[activator]; D: 23; E: u; F: 25%
> CCc1c(C)sc(NC(=O)OC)c1C(N)=O
  A: 12; B: 18%; C: 4.1µM*; D: -6; E: 1%; F: 40%[activator]
> Cc1ccc(C(=O)c2cc([N+](=O)[O-])ccc2N2CCCCC2)c(C)c1
  A: -3; B: u; C: 13µM*; D: -17; E: -4%; F: 12µM*
> CC(C)CCNC(=O)C(C)N(Cc1ccc(F)cc1)C(=O)c1ccc(CN2CCCCC2)o1 (configuration not stated)
  A: 2; B: -27%&-26%; C: 0%; D: -3; E: 3%; F: 0%
> COc1cc(C(=O)Nc2ccc(C)cc2)c2ccccc2n1
  A: -3; B: -7%; C: 17%; D: -11; E: 0%; F: -14%[0.00184 µM]

# Full records, quoted from the list. Order of values: Cycloheximide cs, HCV inhibitor, Pf growth 96h, Shiga inhibitor, FBPA Giardia inh, Pf growth 48h
# Results for CC(C)CCNC(=O)C(C)N(Cc1ccc(F)cc1)C(=O)c1ccc(CN2CCCCC2)o1 (configuration not stated) : 2, -27%&-26%, 0%, -3, 3%, 0%
# Results for O=C(COC(=O)c1ccc(NS(=O)(=O)c2cccs2)cc1O)NCc1ccccc1 : -2, -5%, 8%, 3, 11%, 31%[activator]
# Results for CCC(C)(C(=O)NC1CCCCC1)N(Cc1cccs1)C(=O)c1ccccn1 (configuration not stated) : -1, -13%, u, 2, 11%, -11%
# Results for CC1CCCN(C(=O)C2CCN(S(=O)(=O)c3cccc4nsnc34)CC2)C1 (configuration not stated) : -3, 14%, u, -14, 4%, 12%
# Results for O=C(C1CCN(Cc2ccccc2O)CC1)N1CCN(Cc2ccc3c(c2)OCO3)CC1 : -1, u, u, -12, u, -25%

# Additional records follow:
# Keys – A = Cycloheximide cs; B = HCV inhibitor; C = Pf growth 96h; D = Shiga inhibitor; E = FBPA Giardia inh; F = Pf growth 48h
> CCN(CC)C(=O)CSc1ncnc2sccc12
  A: 11; B: -2%; C: 35%[activator]; D: 22; E: 0%; F: 6%
> COc1cc2c(=O)n(CCC(=O)NCC3CCCO3)c(=O)n(CC(=O)Nc3ccccc3C)c2cc1OC (configuration not stated)
  A: -2; B: u; C: -12%; D: -2; E: x; F: 31%[activator]
> OC1/C(=C/c2ccccc2C(F)(F)F)N2CCC1CC2 (configuration not stated)
  A: -1; B: 13%; C: 18%; D: -7; E: 3%; F: 8%
> CCN(Cc1cc(=O)n2ccsc2n1)Cc1nc2ccccc2c(=O)[nH]1
  A: 0; B: 4%; C: u; D: 18; E: -20%; F: -9%
> COc1ccccc1C(c1nnnn1Cc1ccccc1)N1CCC(C(N)=O)CC1 (configuration not stated)
  A: 5; B: 0%; C: 4%; D: 21; E: -10%; F: -14%
> CS(=O)(=O)N1CCN(C(=O)COc2ccccc2)CC1
  A: -2; B: 4%; C: -2%; D: 21; E: 4%; F: -3%
> Cc1ccccc1NC(=O)CCN1CCN(C/C=C/c2ccccc2)CC1
  A: -5; B: u; C: u; D: -10; E: 0%; F: u
> COc1cc(OC)c(NS(=O)(=O)c2cc(C(=O)OCC(=O)NCC3CCCO3)ccc2OC)cc1Cl (configuration not stated)
  A: 6; B: -4%; C: u; D: -7; E: 0%; F: -19%
> CCOC(=O)c1ccc(Oc2nc(OC)cc(OC)n2)cc1
  A: 8; B: 7%; C: 89%[activator]; D: 16; E: -1%; F: 11%
> CCOC(=O)C1(C)NC(c2ccc(N(C)C)cc2)C2C(=O)N(c3ccc(OC)cc3)C(=O)C21 (configuration not stated)
  A: -8; B: 22%; C: -15%; D: -12; E: 2%; F: -5%
> COC(=O)c1cc(Br)c(=O)n(CCc2ccc(O)cc2)c1
  A: -3; B: 8%; C: 86%[activator]; D: -6; E: 10%; F: 31%[activator]
> COc1ccc(S(=O)(=O)N2CCN(c3ccccn3)CC2)cc1[N+](=O)[O-]
  A: 1; B: 15%; C: u; D: -5; E: 14%; F: -33%
> O=C(NC1CCCCC1)C1CC(=O)N(Cc2ccccc2)C1 (configuration not stated)
  A: -4; B: 6%; C: 35%[activator]; D: -3; E: 5%; F: 5%
> N=C1C(c2nc(-c3cccc([N+](=O)[O-])c3)cs2)=C(O)CN1NC(=O)c1ccco1
  A: 1; B: 13%; C: 23%; D: -16; E: 0%; F: 13%
> CCOC(=O)C1(CCOC)CCN(Cc2cc3ccccc3s2)CC1
  A: -1; B: u; C: -25%; D: x; E: 0%; F: 37%[activator]
> COc1ccccc1N1CCN(C(=O)CN2C(=O)c3ccccc3S2(=O)=O)CC1
  A: -1; B: 16%; C: 49%[activator]; D: -5; E: -4%; F: 44%[activator]
> C/C(CC(C)C)=N\NS(=O)(=O)c1ccc(C)c([N+](=O)[O-])c1
  A: -1; B: 10%; C: u; D: -9; E: 12%; F: 9%
> O=C(NC(=S)Nc1cccc(NC(=O)c2ccccc2)c1)c1cccc([N+](=O)[O-])c1
  A: -1; B: 3%; C: u; D: -9; E: 1%; F: 13%
> Cc1c(C)c2ccc(OCC(=O)Nc3ccc(S(N)(=O)=O)cc3)c(C)c2oc1=O
  A: 12; B: -15%; C: u; D: -4; E: -8%; F: 28%
> COc1ccc(C(=O)N2CCN(C(C)=O)CC2)cc1S(=O)(=O)N1CCOCC1
  A: -4; B: 9%; C: u; D: -4; E: 0%; F: -19%
> Cc1nn(C)c(C)c1/C=N/NC(=O)CCn1nc(C)c([N+](=O)[O-])c1C
  A: -1; B: -14%; C: -2%; D: 8; E: -2%; F: 20%
> COc1cccc(/C=N/NC(=O)c2nnn(-c3nonc3N)c2C(C)C)c1
  A: 15; B: u; C: 62%[activator]; D: -7; E: -12%; F: 24%
> O=C(CCN1C(=O)/C(=C\c2cccs2)SC1=S)Nc1ccccn1
  A: 6; B: u; C: -24%; D: -19; E: 0%; F: u
> Cc1[nH]c(=O)[nH]c(=O)c1S(=O)(=O)NCCc1ccc(S(N)(=O)=O)cc1
  A: -3; B: 4%; C: 1%; D: -3; E: 3%; F: 19%
> CC(C)c1ccc(OCc2nnc(SCC(=O)N3CCCCC3)o2)cc1
  A: 32*; B: u; C: 86%[activator]; D: 27; E: -10%; F: -9%
> CCOc1cc(S(=O)(=O)Nc2ccccc2CC)ccc1Cl
  A: -2; B: 10µM*; C: x; D: -9; E: 0%; F: -9%
> CC(CC(=O)Nc1ccc(S(=O)(=O)Nc2ncccn2)cc1)c1ccccc1 (configuration not stated)
  A: -5; B: 27%; C: 39%[activator]; D: -9; E: -4%; F: 19%
> CCn1c(N2CCN(C(=S)NCC(C)C)CC2)nc2ccccc21
  A: 0; B: u; C: -21%; D: -5; E: 12%; F: u
> O=C(Nc1cccc(S(=O)(=O)N2CCOCC2)c1)C1COc2ccccc2O1 (configuration not stated)
  A: x; B: u; C: 42%[activator]; D: x; E: x; F: 1%
> Cc1cc(C)c(S(=O)(=O)N2CCN(C(=O)c3cc4ccccc4oc3=O)CC2)c(C)c1
  A: x; B: u; C: u; D: x; E: x; F: u
> CCOc1cccc(NC(=O)C2CC(=O)N(C)C(=Nc3ccccc3)S2)c1 (configuration not stated)
  A: -5; B: -5%; C: 3.7µM*; D: -13; E: -4%; F: u
> Cc1ccc2[nH]c(=O)c(CN(CCCO)S(=O)(=O)c3c(C)ccc4nsnc34)cc2c1
  A: -1; B: 4%&20%; C: 5.9µM*; D: 12; E: -1%; F: 0%
> Nc1c(NCCC2=CCCCC2)c(=O)[nH]c(=O)n1Cc1ccccc1
  A: 22; B: -3%; C: 2%; D: 24; E: -1%; F: u
> CCOC(=O)C1C(=O)N(C)C2(C)CC1c1cc(OC)ccc1O2 (configuration not stated)
  A: 6; B: -4%; C: u; D: -5; E: 1%; F: -5%
> O=C(O)CC(CC(=O)Nc1nncs1)c1ccccc1 (configuration not stated)
  A: -5; B: 18%; C: -14%; D: -19; E: -1%; F: 9%
> COCC(C)NC(=O)c1cc(-c2ccccc2OC)on1 (configuration not stated)
  A: 41*; B: u; C: -5%; D: 39*; E: -1%; F: 80%[activator]

# Retrieved by compound from the entries so far (2):
# Keys – A = Cycloheximide cs; B = HCV inhibitor; C = Pf growth 96h; D = Shiga inhibitor; E = FBPA Giardia inh; F = Pf growth 48h
> CCOC(=O)C1C(=O)N(C)C2(C)CC1c1cc(OC)ccc1O2 (configuration not stated)
  A: 6; B: -4%; C: u; D: -5; E: 1%; F: -5%
> Cc1cc(C)c(S(=O)(=O)N2CCN(C(=O)c3cc4ccccc4oc3=O)CC2)c(C)c1
  A: x; B: u; C: u; D: x; E: x; F: u

# Assay outcomes as filed in PubChem.
